VIM-2 inhibitor: VIM-2 metallo-beta-lactamase inhibitors, primary screen, biochemical, epi-absorbance readout, Pseudomonas aeruginosa enzyme; 290,000 compounds, 0.89% hits; inhibition, % at 5.6 µM; purified VIM-2, nitrocefin hydrolysis, epi-absorbance fluorescence;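 active = inhibition above the mean of all tested compounds plus 3 SD, cutoff set per screening run, cut at about 7.5% in these data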;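 note: red hydrolysis product quenches plate fluorescence so inhibitors raise well fluorescence; 0% = enzyme with DMSO and 100% = DMSO without enzyme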
NS3 helicase inh: inhibitors of HCV NS3 helicase, primary screen, biochemical, Cy5 molecular beacon fluorescence; NS3 helicase DNA unwinding; inhibition, % at 10.9 µM; 290,000 compounds, 0.56% hits; AID 1800, 2009;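 active = inhibition above the mean of all tested compounds plus 3 SD, set per campaign, cut at about 35% in these data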;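 note: 0% = DMSO wells and 100% = thioflavine S control wells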
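Material: hepatitis C virus NS3 helicase domain fragment enzyme; measured by: Cy5 fluorescence, 0 and 60 min reads; control set: DMSO and thioflavine S; incubation: 60 min unwinding reaction at 25 °C after ATP addition; read-out basis: % inhibition from 60/0 min fluorescence ratio, DMSO 0%, thioflavine S 100%; repeats: singlicate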
MEKK3 PB1 HTS: modulators of MEKK3-MEK5 PB1 binding, primary screen, biochemical, wildtype MEKK3, multiplex bead flow cytometry, Alexa488-MEK5; Mitogen-activated protein kinase kinase kinase 3 (Homo sapiens), Q99759; bead-based flow cytometry, Alexa488-MEK5 binding to MEKK3; actives lie on both sides; 0 = blocked by unlabeled MEK5, 100 = vehicle; binding response (% of control), % at 10 µM; 290,000 compounds, 1.4% hits; AID 1529, 2009;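 active = binding response more than 3 SD above or below the average of its plate-row segment, actives on both sides; inconclusive = wells at one plate position flagged as instrument error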;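 note: Alexa488 bead fluorescence after subtracting the streptavidin-only scavenger bead signal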
UBC9 SUMO inh: inhibitors of in vitro SUMOylation cascade, primary screen, biochemical, HTRF, uHTS; 290,000 compounds, 0.36% hits; HTRF SUMOylation assay, SAE1/SAE2 + UBC9; inhibition, % at 35 µM; in the data active = inhibition above about 50%, passing the limit was not always enough; inconclusive = no clear call, values can overlap the other calls; note: strong numbers were not always called active
pCIP destab: p/CIP-EGFP fusion destabilizers, primary screen, fluorescence, F442A cells; decrease of EGFP signal, % at 10 µM; 290,000 compounds, 0.01% hits; Q05BA5; 16 h;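 active = EGFP signal decrease of at least 30% at 10 µM or well 3 SD below plate mean, unless failing retest; inactive = the rest, including hits failing retest or dose response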; note: some compounds called inactive have numbers as strong as hits; many of its hits are not listed in these tables
Target sequence (Q05BA5 1-1403): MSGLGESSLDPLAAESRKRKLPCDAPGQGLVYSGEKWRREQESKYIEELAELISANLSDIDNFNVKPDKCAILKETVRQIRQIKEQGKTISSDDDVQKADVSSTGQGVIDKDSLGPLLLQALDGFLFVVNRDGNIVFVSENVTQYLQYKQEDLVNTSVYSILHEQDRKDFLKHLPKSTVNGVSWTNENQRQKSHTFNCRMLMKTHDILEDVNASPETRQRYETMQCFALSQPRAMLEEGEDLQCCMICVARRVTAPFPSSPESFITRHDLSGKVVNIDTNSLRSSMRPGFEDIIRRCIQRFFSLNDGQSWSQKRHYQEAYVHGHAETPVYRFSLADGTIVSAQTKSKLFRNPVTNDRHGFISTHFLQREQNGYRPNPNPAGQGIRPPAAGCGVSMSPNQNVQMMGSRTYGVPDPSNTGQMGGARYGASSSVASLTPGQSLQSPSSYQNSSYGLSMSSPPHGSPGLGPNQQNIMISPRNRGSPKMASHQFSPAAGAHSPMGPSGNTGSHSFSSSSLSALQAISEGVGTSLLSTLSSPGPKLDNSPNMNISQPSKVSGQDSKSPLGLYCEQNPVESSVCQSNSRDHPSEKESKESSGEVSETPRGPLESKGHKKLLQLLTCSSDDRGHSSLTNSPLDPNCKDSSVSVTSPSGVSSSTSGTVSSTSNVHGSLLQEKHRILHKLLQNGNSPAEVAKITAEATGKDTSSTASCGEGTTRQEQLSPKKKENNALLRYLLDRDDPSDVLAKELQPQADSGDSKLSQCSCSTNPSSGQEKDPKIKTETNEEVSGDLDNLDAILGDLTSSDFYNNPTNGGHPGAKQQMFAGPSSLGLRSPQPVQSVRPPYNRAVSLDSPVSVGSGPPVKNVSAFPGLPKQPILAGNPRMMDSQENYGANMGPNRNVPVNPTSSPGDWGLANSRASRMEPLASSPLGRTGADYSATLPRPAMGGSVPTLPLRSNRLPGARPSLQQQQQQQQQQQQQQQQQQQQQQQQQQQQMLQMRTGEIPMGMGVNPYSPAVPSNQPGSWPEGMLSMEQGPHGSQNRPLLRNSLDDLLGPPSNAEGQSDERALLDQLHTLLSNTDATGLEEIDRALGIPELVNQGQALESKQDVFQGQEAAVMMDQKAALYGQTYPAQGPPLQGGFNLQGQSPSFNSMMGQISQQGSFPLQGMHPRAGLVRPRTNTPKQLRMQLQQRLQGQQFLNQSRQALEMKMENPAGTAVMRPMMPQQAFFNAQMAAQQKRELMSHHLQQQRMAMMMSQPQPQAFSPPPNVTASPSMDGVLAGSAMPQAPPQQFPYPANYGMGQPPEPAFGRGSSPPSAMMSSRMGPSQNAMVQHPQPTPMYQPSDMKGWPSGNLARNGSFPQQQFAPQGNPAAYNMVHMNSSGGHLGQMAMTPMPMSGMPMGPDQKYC
IMP-1 inh: IMP-1 metallo-beta-lactamase inhibitors, primary screen, biochemical, epi-absorbance readout, Pseudomonas aeruginosa enzyme; purified IMP-1, nitrocefin hydrolysis, epi-absorbance fluorescence; inhibition, % at 5.6 µM; 290,000 compounds, 0.45% hits;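 active = inhibition above the mean plus 3 SD of all compounds in the same screening run, cut at about 4.5% in these data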;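 note: 0% = IMP-1 with DMSO and 100% = DMSO wells lacking enzyme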
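Material – recombinant IMP-1 enzyme, purified · Amount – IMP-1 0.2 nM before substrate addition · Medium – HEPES buffer pH 7.1 with ZnSO4 and Brij 35 · Timing – 25 °C, 15 min preincubation, 25 min reaction · Measured by – plate fluorescence quenching by hydrolysis product, ex 480/em 530 nm · Read-out – percent enzyme inhibition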
FID counter: compounds displacing fluorescent DNA intercalator, primary screen, artefact control for HCV NS3 helicase inhibitor project, biochemical, FID fluorescence. DNA fluorescent intercalator displacement. inhibition, % at 7.9 µM. 290,000 compounds, 0.17% hits; in the data active = inhibition above about 37%;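 note: 0% = vehicle and 100% = reference compound; higher means more ethidium bromide displaced from hairpin DNA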
IDE cell activ: human IDE activators in live cells, primary screen, fluorescence polarization, HEK cells, FAbeta-B substrate. FAbeta-B cleavage; 0% vehicle, 100% cell-free pure enzyme wells. AID 493087, 2011. 340,000 compounds, 0.073% hits. Insulin-degrading enzyme (Homo sapiens), P14735. activation, % at 5.96 µM;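 active = activation above the mean of all tested compounds plus 3 SD, set per screening campaign, cut at about 17% in these data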
PHOSPHO1 block: PubChem AID 1565 | inhibition, % at 13.3 µM | 290,000 compounds, 1.1% hits | Phosphoethanolamine/phosphocholine phosphatase (Homo sapiens), Q8TCT1 | recombinant PHOSPHO1, absorbance phosphatase assay; in the data active = inhibition above about 60%
Active calls of the source: *; ? = inconclusive; . = no result given; [ ] = remark or other dose.

No.	Compound	MEKK3 PB1 HTS	FID counter	IMP-1 inh	VIM-2 inhibitor	pCIP destab
1	COC(=O)c1ccc(CSc2nc3sc4c(c3c(=O)n2C)CCCC4)o1	101	-4	-0.8	1.6	-5
2	COc1cc(C2/C(=C(\O)c3cc(C)ccc3C)C(=O)C(=O)N2CCN(C)C)ccc1O (stereo not given)	90	-3	-2.5	-1.8	-5
3	O=C(CN1C(=O)/C(=C2\SC(=S)N(C3CCS(=O)(=O)C3)C2=O)c2ccccc21)Nc1ccc(F)cc1 (stereo not given)	92	-4	-2.2	-0.9	4
4	CCOC(=O)C(C)On1c(-n2nc(C)cc2C)nc2ccccc2c1=O (stereo not given)	99	-19	-0.6	-2.2	5
5	NS(=O)(=O)c1ccc(CNC(=O)CCS(=O)(=O)Cc2ccccc2)cc1	97	3	0.3	-0.2	1
6	COc1ccc(Cc2nnc(NC(=O)Nc3ccc(F)cc3)s2)cc1	109	-11	-3.4	-0.8	-10
7	O=C(Nc1cccnc1Cl)C1CCCN(c2ncnc3c2nc2n3CCCCC2)C1 (stereo not given)	101	-41	0.8	-0.2	0
8	CCNC(=S)NC1CC2CCCC(C1)N2Cc1ccc(C)cc1 (stereo not given)	108	5	-2.7	-3.1	7
9	CC(=O)Nc1cccc(NC(=O)CSc2nnc(NC(=O)c3ccco3)s2)c1	100	-7	-2.4	1.3	1
10	O=C(CNc1ccccc1)N/N=C/c1cn(-c2ccccc2)nc1-c1ccccc1	97	-2	-1.7	-4.2	-10
11	Cc1c(C(=O)NN2CCOCC2)oc2c1ccc1ccccc12	98	-8	-0.9	3.6	10
12	Cc1ccc(S(=O)(=O)Oc2ccc3c(c2)O/C(=C\c2cccnc2)C3=O)cc1	97	1	3.2	-1.5	1
13	CCOc1ccc(-c2cc(CCCC(=O)NCc3cccnc3)no2)cc1	102	-21	-0.9	-0.5	-4
14	COc1cccc(Nc2cc(C)nc3nc(C)nn23)c1	102	-2	-0.6	11*	-7
15	Clc1ccc(C2=Nn3c(nnc3-c3cc(-c4ccccc4)n[nH]3)SC2)cc1	93	-3	-2.1	-3.6	-8

No.	IDE cell activ	NS3 helicase inh	PHOSPHO1 block	UBC9 SUMO inh
1	3	1	6	-45
2	2	0	21	15
3	.	-8	18	8
4	1	-6	39	-2
5	-1	4	33	2
6	3	9	-13	18
7	-1	17	42	-8
8	0	0	35	7
9	4	5	43	6
10	2	-3	1	-2
11	6	-7	16	10
12	7	13	14	-1
13	-1	-11	-26	12
14	3	-3	-5	1
15	7	-1	31	6

(list continues)
No.	Compound	MEKK3 PB1 HTS	FID counter	IMP-1 inh	VIM-2 inhibitor	pCIP destab
16	CCCCSc1nc2c(cnn2-c2ccccc2)c(=O)n1N	102	-20	-3.4	-2.7	-22
17	Cc1ccc2c(c1)c1c(n2CC(O)CN2CCCCC2C)CCCC1 (stereo not given)	102	14	-3.3	-0.8	-10
18	COc1ccc(/C=N/NC(=O)c2cccc([N+](=O)[O-])c2)cc1OS(=O)(=O)c1ccc(C)cc1	99	0	-2.7	0.8	-3
19	Cc1ccc(C#N)c(SCc2ccccc2F)n1	49*[inhibitor]	-11	-0.3	-1.2	-1
20	O=C(N/N=C\c1ccc(COc2ccc([N+](=O)[O-])cc2)o1)c1cccc(Cl)c1	108	5	-1.5	-1.9	-7
21	CCOC(=O)c1nnc(-c2ccccc2)nc1N1CCSCC1	94	-19	-3.6	-0.8	20
22	O=C(NCc1ccco1)c1cc2sccc2n1Cc1ccccc1	99	-7	-3.3	-4.1	4
23	Cc1ccc(CCNC(=O)C2CCCN(S(=O)(=O)c3cccs3)C2)cc1 (stereo not given)	93	-24	-2.7	-3.5	1
24	CC(C)n1c(SCC(=O)Nc2ccc(N3CCOCC3)cc2)nnc1-c1ccco1	102	-28	-1.0	-2.8	-6
25	CC(C)CCNC(=O)Cc1csc(-c2ccccc2)n1	2.0*[inhibitor]	-21	1.4	-1.3	3
26	O=C(O)CN=C1CC(c2ccccc2)CC(=O)/C1=C(/O)CCCN1C(=O)c2ccccc2C1=O (stereo not given)	103	-33	-3.0	-2.7	5
27	O=C(Nc1ccc(F)cc1)c1ccc(-n2cncn2)c([N+](=O)[O-])c1	103	8	-2.4	-2.3	2
28	C=CCNC(=O)C1CC1(c1ccccc1)c1ccccc1 (stereo not given)	100	-3	-0.2	-0.5	-18
29	OCCN(CC#CC(O)(c1ccccc1)c1cccc(F)c1)CCO (stereo not given)	79	3	-0.2	-0.9	0
30	CCOc1cc(/C=C2/NC(=O)N(CC(=O)Nc3cccc(C)c3)C2=O)ccc1O	105	1	0.2	-0.7	-6

No.	IDE cell activ	NS3 helicase inh	PHOSPHO1 block	UBC9 SUMO inh
16	5	-1	24	12
17	6	-13	23	8
18	-3	-3	34	1
19	.	-10	16	8
20	3	1	-41	-11
21	-2	-5	48	4
22	6	15	-16	7
23	-1	3	1	13
24	0	24	10	23
25	-5	-8	-5	-2
26	.	5	-28	10
27	4	-7	38	4
28	3	7	-3	9
29	4	9	32	3
30	0	0	-26	1

Next section; the last 2 above are carried over.
No.	Compound	MEKK3 PB1 HTS	FID counter	IMP-1 inh	VIM-2 inhibitor	pCIP destab
29	OCCN(CC#CC(O)(c1ccccc1)c1cccc(F)c1)CCO (stereo not given)	79	3	-0.2	-0.9	0
30	CCOc1cc(/C=C2/NC(=O)N(CC(=O)Nc3cccc(C)c3)C2=O)ccc1O	105	1	0.2	-0.7	-6
31	CN(C)/C(=N\S(=O)(=O)c1ccccc1)c1ccc(F)cc1	97	-6	-2.1	0.6	11
32	C/C(=N\NC(=O)C1CC1)c1ccc(OC(F)F)cc1OC(F)F	106	-7	-2.0	-3.5	3
33	Cc1ccc(CN2CCN(Cc3nc4c(s3)CCCC4)CC2CCO)cc1 (stereo not given)	95	-2	-1.3	-2.0	-9
34	COc1ccc(C(=O)N/N=C(\C)c2ccccn2)cc1OC	100	-8	-5.9	-3.2	-5
35	C=CCNC(=O)COC(=O)c1ccc(C)c(NC(=O)c2ccco2)c1	?	-3	-0.6	1.6	-5
36	COc1cc(CNCCc2ccccc2)ccc1OCc1ccc(Cl)nc1	.	22	-5.7	-3.1	3
37	COc1cccc(CN(C)C(=O)CC2C(=O)NCCN2C2Cc3ccccc3C2)c1 (stereo not given)	109	-36	-0.2	-1.7	-13
38	CCN(CC(=O)NCCC1=CCCCC1)S(=O)(=O)c1ccccc1	93	-29	-2.2	-1.9	0
39	O=C(NCc1ccccc1)c1ccc(OCC2CCCO2)cc1 (stereo not given)	92	-10	-0.6	-1.0	2
40	COc1ccc(Nc2cc(C(=O)NCc3ccco3)c3ccccc3n2)cc1	86	3	-3.3	-2.2	-10
41	Cc1ccc(NC(=O)c2ccc(S(=O)(=O)NCC3CCCO3)cc2)cc1 (stereo not given)	103	-13	-4.0	-6.2	-8
42	COc1nc(OCCNC(C)=O)nc(N(C)C)n1	99	1	-2.9	-4.5	-3
43	Cc1cc2c3nonc3ccc2n1C	103	1	-2.4	-2.4	-2
44	COc1ccc(-c2nnc3ccc(SCC(=O)NCc4ccco4)nn23)cc1OC	100	-9	0.0	-0.8	-15
45	O=C(O)c1ccc(N=Nc2c(-c3ccccc3)[nH]oc2=O)cc1	104	-6	-2.5	-2.9	-1

No.	IDE cell activ	NS3 helicase inh	PHOSPHO1 block	UBC9 SUMO inh
29	4	9	32	3
30	0	0	-26	1
31	2	4	40	-8
32	0	4	37	-4
33	7	-8	40	-2
34	2	5	-39	-17
35	2	4	6	0
36	0	-12	17	20
37	0	0	23	1
38	9	0	27	8
39	6	-10	9	-3
40	.	-3	-8	40
41	1	1	14	21
42	6	12	6	-3
43	2	7	17	13
44	-3	2	-4	19
45	5	-9	40	-1

The listing continues:
No.	Compound	MEKK3 PB1 HTS	FID counter	IMP-1 inh	VIM-2 inhibitor	pCIP destab
46	Cc1ccc(-c2nc(C=Nc3ccc(O)cc3)c(O)o2)cc1	95	6	-0.5	-2.6	12
47	O=C(NCCCN1CCN(CCCNC(=O)c2ccc(F)cc2)CC1)c1ccc(F)cc1	111	4	-1.0	-2.5	3
48	O=S(=O)(CS(=O)(=O)c1ccc(Cl)cc1)c1ccc(Cl)cc1	95	-8	-1.3	-1.0	-8
49	CCOc1cccc2cc(C(=O)Nc3cc(C)on3)c(=O)oc12	101	-1	-1.4	-0.5	-13
50	CCCc1cc(-c2n[nH]c(=S)n2CC)c2ccccc2n1	106	-19	-2.5	-0.6	-3
51	CN(C)S(=O)(=O)Oc1ccsc1C(=O)Nc1cccc(Cl)c1Cl	110	-3	-1.2	-1.1	-11
52	O=C(NNc1cc(N2CCCC2)nc(N2CCCC2)n1)c1ccc([N+](=O)[O-])cc1	89	-3	-3.8	-4.3	-16
53	O=C(Nc1ccccc1F)c1ccc2c(c1)CCN2S(=O)(=O)c1ccccc1	102	-17	-1.3	-3.7	-9
54	NS(=O)(=O)c1ccc(CCNC(=O)CN2CCCCC2)cc1	84	-9	-3.4	-3.8	-52
55	O=C(/C=C/c1c(F)cccc1Cl)NCc1ccco1	104	-12	-4.5	-2.3	5

No.	IDE cell activ	NS3 helicase inh	PHOSPHO1 block	UBC9 SUMO inh
46	2	-4	18	35
47	1	-2	-14	-9
48	-4	7	23	8
49	6	-2	25	17
50	1	-1	-2	4
51	-2	-5	7	-22
52	6	-28	-12	.
53	7	-11	14	-3
54	3	8	21	11
55	-3	8	0	5

5 compounds drawn at random from the list so far:
No.	Compound	MEKK3 PB1 HTS	FID counter	IMP-1 inh	VIM-2 inhibitor	pCIP destab
37	COc1cccc(CN(C)C(=O)CC2C(=O)NCCN2C2Cc3ccccc3C2)c1 (stereo not given)	109	-36	-0.2	-1.7	-13
42	COc1nc(OCCNC(C)=O)nc(N(C)C)n1	99	1	-2.9	-4.5	-3
21	CCOC(=O)c1nnc(-c2ccccc2)nc1N1CCSCC1	94	-19	-3.6	-0.8	20
1	COC(=O)c1ccc(CSc2nc3sc4c(c3c(=O)n2C)CCCC4)o1	101	-4	-0.8	1.6	-5
2	COc1cc(C2/C(=C(\O)c3cc(C)ccc3C)C(=O)C(=O)N2CCN(C)C)ccc1O (stereo not given)	90	-3	-2.5	-1.8	-5

No.	IDE cell activ	NS3 helicase inh	PHOSPHO1 block	UBC9 SUMO inh
37	0	0	23	1
42	6	12	6	-3
21	-2	-5	48	4
1	3	1	6	-45
2	2	0	21	15

These rows are one share of the data; the hit share may differ from the screen's.
